# UDG counterscr = Primary qHTS assay for inhibitors of Activation Induced Cytidine Deaminase (AID): UDG Counterscreen signal; actives 0.14% (n = 91,000); Uracil-DNA glycosylase; FRET deamination/UDG coupled assay, UDG read, 4 h; Potency, µM (top dose mostly 115 µM), inactives show top-dose activity change, negative = inhibition, actives largely listed as inhibitors; further: nearly all actives have a fitted effect of over 65% in size
# AID inhibitor = Primary qHTS assay for inhibitors of Activation Induced Cytidine Deaminase (AID): AID signal. Single-stranded DNA cytosine deaminase (Homo sapiens), Q9GZX7. AID deamination FRET fluorescence, UDG-coupled, 4 h. Potency, µM (series often up to 115 µM), for inactives: at the top dose activity change, negative = inhibition, actives largely listed as inhibitors. actives 0.32% (n = 91,000). AID 1347428, 2020; further: nearly all actives have a fitted effect of over 25% in size
# Target sequence (Q9GZX7 whole entry, looked up): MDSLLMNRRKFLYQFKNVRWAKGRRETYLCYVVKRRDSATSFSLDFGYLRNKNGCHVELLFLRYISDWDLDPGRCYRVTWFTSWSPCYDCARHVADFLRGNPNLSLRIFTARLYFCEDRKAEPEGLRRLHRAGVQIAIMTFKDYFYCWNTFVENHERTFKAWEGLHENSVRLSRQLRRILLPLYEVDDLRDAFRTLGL
# Numbers without * were called inactive; ? = inconclusive; [ ] = remark or other dose. The call rests on the fitted dose curve; in most records, active means well fitted curve in the direction sought with a large enough effect; inconclusive means small, poorly fitted or top-dose-only effect, or another doubt; inactive means no such curve, though single readings can be large; an effect the other way counts as inactive or inconclusive. On the % scale 0 is the no-effect control and ±100 the full control effect; potency means the concentration at half of the fitted maximal effect. An excerpt; rates above refer to the full screens.
# Second line of a record – UDG counterscr, AID inhibitor
- CC(C)c1ccc(NC(=O)CCNS(=O)(=O)c2cccc3nsnc23)cc1
    3%, -11%
- CCN1CCN(c2cc(C)c3cc(NC(=O)c4ccc(OC)c(OC)c4)ccc3n2)CC1
    -6%, 68%[activator]
- Nc1nonc1C(=O)NCCNCc1cccc(Cl)c1Cl
    -3%, 3%
- COc1ccccc1NC(=O)CCN1CCCCC1
    -3%, 6%
- Cc1cc(C)nc(NC(=O)Nc2ccc(F)c(Cl)c2)c1
    -6%, -20%
- CCOC(=O)C1CCN(C(=O)c2cc3ccc4cccnc4c3[nH]2)CC1
    5%, 1%
- O=C(NC1(c2ccccc2)CCC1)c1cccc(C(F)(F)F)c1
    6%, -8%
- CC(C)(C)c1ccc(C(CNC(=O)c2cc(-c3cccs3)on2)N2CCOCC2)cc1 (configuration not stated)
    2%, 6%
- Cc1ccc(CNC(=O)COCc2cc(-c3cccs3)on2)cc1
    ?, -9%
- COc1ccc(CCn2c3c(c(=O)[nH]c2=O)C(NC(=O)c2ccccc2)(C(F)(F)F)C(=O)N3)cc1OC (configuration not stated)
    -4%, 21%
- O=C(Oc1ccc2c(=O)c(Oc3ccccc3Br)coc2c1)c1cccs1
    -5%, 5%
- COc1ccccc1C(=O)OC1CCN(C)CC1
    5%, 10%
- COc1cc2c(cc1OC)C(COc1ccc3c(C)cc(=O)oc3c1)N(C(=O)c1ccc(C)cc1)CC2 (configuration not stated)
    -6%, -3%
- CCc1ccc(NC(=O)Cn2c(=O)n(-c3ccccc3)c(=O)c3ccc(C(=O)NCc4ccc5c(c4)OCO5)cc32)cc1
    -10%, 0%
- CCCN(CCC)C(=O)c1cc2c(=O)n3cccc(C)c3nc2s1
    -10%[57.5 µM], -16%
- CCn1nc(C(=O)Nc2cc(Cl)ccc2N2CCCCC2)c2ccccc2c1=O
    -17%, -10%
- Cc1nc2c(-c3ccccc3)c(C)nn2c(C)c1CCC(=O)N1CCN(c2ccccc2)CC1
    -20%, ?
- O=C(NCC(c1cccnc1)N1CCc2ccccc21)c1ccc(Cl)cc1 (configuration not stated)
    -12%, ?
- CCN(CC)c1nc2c(c(=O)n(C)c(=O)n2C)n1CC(=O)C12CC3CC(CC(C3)C1)C2
    2%, -10%
- Cc1c(-c2ccccc2)oc2c(C(=O)N(C)C3CCCCC3)cccc2c1=O
    -3%, -19%
- COCCNC(=O)CCCN1C(=O)c2ccccc2Sc2ncccc21
    2%, 35%[activator]
- Cc1ccc(NC(=O)c2cccc3c2C(=O)N(C2CCCCC2)C3)c(C)c1
    -16%, 8%
- O=C(CN1CCN(C(=O)c2cccc(I)c2)CC1)N1CCCCC1
    10%, -2%
- Cc1cccc(NC(=O)CCNS(=O)(=O)c2cccc3nsnc23)c1C
    -11%, 5%
- O=C(Nc1cccc2ccccc12)C1C2CCC3C(CCC21)C3(Cl)Cl (configuration not stated)
    3%, 6%
- Cc1cccc(CC(=O)NC2CC(=O)N(c3ccc4c(c3)OCCO4)C2)c1 (configuration not stated)
    -3%, 12%
- Cc1cc(Cl)ccc1OC(C)C(=O)NN (configuration not stated)
    -7%, -2%
- Clc1cccc(/C=N/Nc2ccc(Cl)c(Cl)c2)c1
    -14%, -19%
- O=C(Nc1cccc(Cl)c1)N1Cc2ccccc2Oc2ncccc21
    -10%, -22%
- CCOc1ccc(NC(=O)CN2CCN(CC(=O)Nc3ccccc3OCC)CC2)cc1
    -15%, ?
- Cc1ccc(Nc2nnc(SCC(=O)Nc3ccnn3C3CCCC3)s2)cc1Cl
    -4%, 0%
- COc1ccc(OC)c(S(=O)(=O)NCCc2sc(-c3cccnc3)nc2C)c1
    9%, 152%[activator]
- CCCCOC(=O)c1ccc(NC(=O)c2cc(=O)c3cc(C)cc(C)c3o2)cc1
    -2%, 1%
- COc1ccc(CNC(=O)COc2cc(O)c3c(=O)cc(-c4ccccc4)oc3c2)cc1
    -2%, -7%
- COC(=O)c1ccccc1NC(=O)c1cc(CN2CCCC2)on1
    7%, 7%
- CCC(Cc1ccccc1)NC(=O)CCS(=O)(=O)c1cc2c(cc1Cl)NC(=O)CO2 (configuration not stated)
    1%, -16%
- COc1ccc(-c2nn3c(-c4ccc(C(C)(C)C)cc4)nnc3s2)cc1OC
    -2%, ?
- O=C(O)/C(=C/c1cccs1)c1cccs1
    7%, 5%
- O=C(CSc1nc2ccsc2c(=O)n1-c1ccc(Br)cc1)NCc1ccc(Cl)cc1
    6%, 16%
- COC(=O)c1cc(NC(=O)Cn2ncc3c([nH]c4ccccc43)c2=O)cc(C(=O)OC)c1
    -2%[57.5 µM], 11%
- O=C(NCc1cccc(C(F)(F)F)c1)c1ccccc1OC(F)F
    -7%, -6%
- CCc1cc(CC)n(-c2nc3c(c(=O)n(CC)c(=O)n3C)n2Cc2ccccc2F)n1
    -5%, -6%
- COc1ccc(NC(=O)COc2ccc(Cl)cc2Cl)c2cccnc12
    4%, 10%
- COc1ccc(C(=O)NCc2cn3ccc(C)cc3n2)cc1
    2%[57.5 µM], 5%
- CC(=O)c1ccc(NC(=O)Cn2nc(C(F)(F)F)c3c2CCC3)cc1
    2%, 9%
- NCCc1nc2cccnc2n1-c1ccccc1
    -1%, 10%
- Cc1ccc(NC(=O)NCCCNc2ccccc2)cc1NC(=O)NCCCNc1ccccc1
    -9%, 9%
- Cc1ccc2c(c1)c1c(c(=O)n(-c3cccc(Cl)c3)c(=O)n1CC(=O)NCC1CCCO1)n2C (configuration not stated)
    12%, -4%
- COc1ccccc1CNC(=O)CCc1c(C)c2cc3c(C)coc3cc2oc1=O
    31%[activator], -17%
- Cc1ccc2c(c1)-c1c(cnn1CC(=O)N1CCN(c3cccc(C(F)(F)F)c3)CC1)CO2
    -4%, ?

# Next part
# Second line of a record – UDG counterscr, AID inhibitor
- COc1ccc(OCC(=O)Nc2ccc(-c3nc4cc(Cl)ccc4o3)cc2)cc1
    -3%, 3%
- CN1CCN(CCCNC(=O)Cc2ccc(C(F)(F)F)cc2)CC1
    3%, -2%
- O=C(NCCNc1cnccn1)c1cnccn1
    12%, 7%
- COc1ccc(S(=O)(=O)NCCc2sc(-c3cccnc3)nc2C)cc1OC
    -2%, 112%[activator]
- CCc1cccc(C)c1NS(=O)(=O)c1ccc(-c2cnc(C3CC3)o2)cc1
    -2%, -7%
- C=C(Cl)CN1CCC(CNC(C)=O)CC1
    3%, 4%
- CC(=O)Nc1ccc(Nc2c(CCC(C)C)c(C)c(C#N)c3nc4ccccc4n23)cc1
    -8%[57.5 µM], 22%[57.5 µM]
- Cc1ccc(CNC(=O)c2ccc(CS(=O)(=O)Cc3ccc(F)cc3)o2)cc1
    -8%[57.5 µM], 4%
- Cc1cc(NC(=O)c2ccc(-c3ccc(F)cc3)o2)no1
    3%, -7%
- CN1C(=O)c2ccccc2Sc2ccc(NC(=O)N3CCN(c4ccccc4)CC3)cc21
    -23%, 0%

# Compounds listed so far with a furan ring, fused or not, in the order listed:
# Second line of a record – UDG counterscr, AID inhibitor
- COc1ccccc1CNC(=O)CCc1c(C)c2cc3c(C)coc3cc2oc1=O
    31%[activator], -17%
- Cc1ccc(CNC(=O)c2ccc(CS(=O)(=O)Cc3ccc(F)cc3)o2)cc1
    -8%[57.5 µM], 4%
- Cc1cc(NC(=O)c2ccc(-c3ccc(F)cc3)o2)no1
    3%, -7%

# (next part)
# Second line of a record – UDG counterscr, AID inhibitor
- CC(Oc1ccc(/C=C(\C#N)C(N)=O)cc1)c1ccccc1 (configuration not stated)
    -2%, -2%
- CC(C)(C)C1CCc2oc3ccc(NS(=O)(=O)c4cc(Cl)ccc4Cl)cc3c2C1 (configuration not stated)
    -10%, -29%
- CN(C)C(=O)c1cc(Br)c(Br)s1
    3%, 0%
- Cc1ccc(CNC(=O)Cn2c3ncccc3c(=O)n2-c2ccc(C)cc2)cc1
    17%, 5%
- COc1ccc(-c2noc(CSc3nnc(-c4ccncc4)n3-c3ccccc3)n2)cc1
    ?, ?
- O=C(/C=C/c1ccccc1C(F)(F)F)c1ccc(N2CCCCCC2)cc1
    -1%, -8%
- Fc1ccccc1N1NC2(CCCCC2)NC1=S
    3%, -1%
- CCC(=O)N1c2ccccc2C(C)(c2ccccc2)CC1(C)C (configuration not stated)
    -5%, 14%
- CCCCn1nc(C(=O)Nc2nc3ccc(OCC)cc3s2)c2ccccc2c1=O
    -3%, -8%
- CC(C)c1ccccc1NC(=O)CN(c1ccccc1F)S(=O)(=O)c1ccccc1
    3%, -17%
- COc1cc(Cl)c(C)cc1NC(=O)c1cnc2c(-c3cccc(C)c3)c(C)nn2c1C
    0%, 1%
- O=C(c1cc(C2CC2)nc2ccccc12)N1CCN(Cc2ccccc2)CC1
    -8%, -10%
- CC(=O)N1CCC2(CC1)OC(=O)C(C)=C2C(=O)NCc1ccc(Cl)cc1
    ?, 12%
- O=C(CSc1nc2c([nH]c3ccccc32)c(=O)n1-c1cccc(C(F)(F)F)c1)N1CCc2ccccc21
    -1%, 26%
- CC(C)(C)c1ccc(-c2cc3ccccn3c2)cc1
    3%, -1%
- CCCN(C(=O)c1ccc(OC(F)(F)F)cc1)c1c(N)n(Cc2ccccc2)c(=O)[nH]c1=O
    4%, 6%
- CC(=O)Nc1ccc(N2C(=O)C(=O)/C(=C(/O)c3ccccc3)C2c2ccccc2F)cc1 (configuration not stated)
    2%, -4%
- CCCOc1ccc(-c2nc(C#N)c(N3CCN(CC)CC3)o2)cc1
    -14%, -16%
- CCC1CCC(NC(=O)c2cccnc2)CC1 (configuration not stated)
    -6%, -8%
- O=C1CSc2ccc(C(=O)OCCOc3ccccc3)cc2N1
    -7%, -2%
- NC(=O)CSS(=O)(=O)O
    -4%, -2%
- CCc1ccc(S(=O)(=O)c2cn(C)c3ccc(C)cc3c2=O)cc1
    -4%, -1%
- O=C1/C(=C/c2ccc(F)c(Br)c2)Cc2ccccc21
    -2%, -3%
- CCCCn1c(N2CCNCC2)nc2c1c(=O)[nH]c(=O)n2C
    -12%, -6%
- CCOc1ccc(OCC(=O)NCCS(=O)(=O)N2CCN(c3ccc(OC)cc3)CC2)cc1
    0%, 8%
- C/C=C/Cn1c(N2CCCCCC2)nc2c1c(=O)[nH]c(=O)n2C
    -2%, -8%
- CCOC(=O)c1c(NC(=O)COc2cccc(C(F)(F)F)c2)sc2c1CCCCC2
    -8%[57.5 µM], -8%[57.5 µM]
- CCCc1cc(C(=O)O)sc1C
    -4%, -6%

# Retrieved by compound from above, 2 records:
# Second line of a record – UDG counterscr, AID inhibitor
- CCc1ccc(S(=O)(=O)c2cn(C)c3ccc(C)cc3c2=O)cc1
    -4%, -1%
- C/C=C/Cn1c(N2CCCCCC2)nc2c1c(=O)[nH]c(=O)n2C
    -2%, -8%

# One compound at a time (already shown). Order of values: UDG counterscr, AID inhibitor
# `Cc1ccc(CNC(=O)Cn2c3ncccc3c(=O)n2-c2ccc(C)cc2)cc1` as listed: 17%, 5%
# `COCCNC(=O)CCCN1C(=O)c2ccccc2Sc2ncccc21` as listed: 2%, 35%[activator]
# `Nc1nonc1C(=O)NCCNCc1cccc(Cl)c1Cl` as listed: -3%, 3%
# `COc1ccc(CCn2c3c(c(=O)[nH]c2=O)C(NC(=O)c2ccccc2)(C(F)(F)F)C(=O)N3)cc1OC` (configuration not stated) as listed: -4%, 21%
# `NC(=O)CSS(=O)(=O)O` as listed: -4%, -2%

# Compound activity as filed in PubChem BioAssay.
